SIAE inh = human SIAE inhibition, primary screen | Q9HAT2 | SIAE FP-Rh probe binding, fluorescence polarization | inhibition, % at 9.66 µM | 0.69% of 370,000 active | AID 1053197;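 active means inhibition above a cutoff: mean of compounds within the control limits plus 3 SD of those, cut at about 17% in these data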;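 further: 0% = plate median of compound wells and 100% = probe without SIAE protein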
TDP2 inh = blocks human TDP2 phosphodiesterase activity; O95551; recombinant TDP2, T5PNP hydrolysis, p-nitrophenol absorbance 415 nm; inhibition, % at 12.8 µM; 0.34% of 370,000 active;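 active means inhibition above the mean of all tested compounds plus 3 SD, set per campaign, cut at about 25% in these data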;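 further: 0% = DMSO with enzyme and 100% = buffer with substrate but no TDP2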
Target sequence (O95551 whole entry, looked up): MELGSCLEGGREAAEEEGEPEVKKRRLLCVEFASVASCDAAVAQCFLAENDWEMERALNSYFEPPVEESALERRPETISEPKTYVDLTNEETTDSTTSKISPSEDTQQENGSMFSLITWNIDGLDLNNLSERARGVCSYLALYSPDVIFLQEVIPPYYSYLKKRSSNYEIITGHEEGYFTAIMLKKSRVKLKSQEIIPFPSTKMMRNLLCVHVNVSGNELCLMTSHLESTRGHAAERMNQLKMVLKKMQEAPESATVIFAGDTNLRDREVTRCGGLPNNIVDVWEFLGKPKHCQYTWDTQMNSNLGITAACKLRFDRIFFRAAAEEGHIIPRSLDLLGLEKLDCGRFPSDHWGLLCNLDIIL
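Incubation: 2 h at 37 °C; Test system: recombinant human TDP2; Quantity: enzyme 120 nM; Read-out basis: percent inhibition; Medium: 50 mM Tris-HCl pH 7.5 with Mg2+, KCl, DTT, BSA; Repeats: single replicate; Compound: 12.8 µM single point, 1% DMSO; Signal: epi absorbance; Reagent: 5 mM T5PNP chromogenic substrate; Benchmarks: no-enzyme high, DMSO-plus-enzyme low.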
LEDGF integ inh = blocks HIV-1 LEDGF/p75-dependent DNA integration; inhibition, % at 3.7 µM; TR-FRET IN-LEDGF/p75 DNA integration, Eu/Cy5; 0.64% of 370,000 active;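 active means inhibition above the screen-wide mean plus 3 SD, cut at about 13% in these data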;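 further: signal is the Cy5 over europium emission ratio at 671 and 618 nm; 0% = plate median of compound wells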
UHRF1 MBD2 ctr = human UHRF1 methylated DNA binding inhibitors; UHRF1 binding to methylated oligo, TR-FRET; 0.75% of 370,000 active; AID 687016; Q96T88; inhibition, % at 4.4 µM; in the data active means inhibition above about 21%;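 further: UHRF1 SRA domain binding a hemimethylated CpG hairpin DNA probe; 0% = median of test compound wells and 100% = reference inhibitor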
MBD2 inh = MBD2-methylated oligo binding inhibition | AID 686964 | inhibition, % at 4.4 µM | Q9UBB5 | 0.31% of 370,000 active | TR-FRET, MBD2 binding to methylated oligonucleotide; in the data active means inhibition above about 13%
Target sequence (Q9UBB5 whole entry, looked up): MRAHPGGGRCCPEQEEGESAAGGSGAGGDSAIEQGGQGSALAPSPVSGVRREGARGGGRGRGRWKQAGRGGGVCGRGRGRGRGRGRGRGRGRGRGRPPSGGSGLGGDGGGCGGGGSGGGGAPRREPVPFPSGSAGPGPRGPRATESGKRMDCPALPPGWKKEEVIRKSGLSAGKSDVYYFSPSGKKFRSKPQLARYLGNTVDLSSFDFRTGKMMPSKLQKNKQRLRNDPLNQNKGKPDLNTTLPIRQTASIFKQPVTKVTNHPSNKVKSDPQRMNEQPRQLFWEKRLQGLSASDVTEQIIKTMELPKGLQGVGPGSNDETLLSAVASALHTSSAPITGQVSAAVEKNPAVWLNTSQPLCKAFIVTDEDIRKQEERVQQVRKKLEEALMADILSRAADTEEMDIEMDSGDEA
PRMT1 FP inh = PRMT1 (human) inhibition, primary screen; Q99873; recombinant PRMT1, activity-based probe fluorescence polarization; inhibition, % at 2.79 µM; 1.3% of 370,000 active; AID 652257;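 active means inhibition above about 21% made by adding two undisclosed values, limit read from the data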
TCR CD3 inh = human TCR-CD3 binding inhibition. TAMRA-labeled TCR probe fluorescence, biochemical. inhibition, % at 9.4 µM. 0.37% of 360,000 active; in the data active means inhibition above about 19%;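 further: recombinant mutant TCR 2C K166C tagged with TAMRA read by polarization; 0% = receptor in buffer alone and 100% = receptor with positive control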
DDE Tn6 FP inh = inhibitors of Tn6 peptide binding to human fibrin DD(E) | P02675 | Fibrin DD(E) TRITC-Tn6 fluorescence polarization displacement | inhibition, % at 8.3 µM | 0.21% of 370,000 active;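 active means inhibition above a per-campaign cutoff: mean of compounds within control limits plus 3 SD, cut at about 15% in these data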;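 further: 0% = median of all compound wells on the plate and 100% = blocking peptide control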
DDE Tn7 FP inh = DD(E)-Tn7 binding inhibition, primary FP screen | P02675 | FP displacement of FITC-Tn7 peptide from fibrin DD(E); 0% = median of compound wells per plate | inhibition, % at 8.3 µM | 0.13% of 370,000 active | AID 720508;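 active means inhibition above the mean of compounds falling within the control limits plus 3 SD of them, cut at about 14% in these data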;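 further: 0% = plate median of compound wells and 100% = 10 µM Aha-Tn7 peptide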
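System: human fibrin DD(E); quantity: Fibrin-DD(E) at 2 µM final; also added: fluorescent Tn7 probe at 0.1 µM; compound dosing: single nominal test concentration of 8.3 µM per compound; schedule: 10 min preincubation, 3 h with tracer, room temperature; detection: fluorescence polarization of the labelled Tn7 tracer; repeats: one replicate per compound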
proKLK7 act = activators of human kallikrein-7 zymogen. AID 652039. 0.9% of 370,000 active. purified proKLK7, EDANS-DABCYL substrate fluorescence; 100% is mature enzyme control, 0% vehicle. activation, % at 7 µM. P49862;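 active means activation above the mean of all tested compounds plus 3 SD, computed per campaign excluding outliers beyond control limits, cut at about 13% in these data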
Target sequence (P49862 whole entry, looked up): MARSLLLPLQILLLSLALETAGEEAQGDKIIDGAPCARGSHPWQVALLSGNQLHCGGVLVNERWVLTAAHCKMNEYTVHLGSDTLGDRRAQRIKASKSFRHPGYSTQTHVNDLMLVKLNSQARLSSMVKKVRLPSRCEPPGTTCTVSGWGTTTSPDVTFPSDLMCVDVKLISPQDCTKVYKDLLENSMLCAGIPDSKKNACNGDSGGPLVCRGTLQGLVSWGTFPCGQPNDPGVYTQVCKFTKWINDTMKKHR
Numbers without * were called inactive; . = not tested or not shown; & = joins results of further samples.

SMILES	SIAE inh	TDP2 inh	LEDGF integ inh	UHRF1 MBD2 ctr	MBD2 inh	PRMT1 FP inh	TCR CD3 inh	DDE Tn6 FP inh	DDE Tn7 FP inh	proKLK7 act
O=C(OCC(=O)c1c[nH]c2ccccc12)c1cc(S(=O)(=O)N2CCOCC2)ccc1F	-13	-9	-3	0	1	-1	3	3	5	0.2
CC(=O)c1cccc(OCc2cc(C(=O)N(C)C(C)c3ccccn3)no2)c1 (stereo not drawn)	-3	-4	-6	6	8	11	1	-2	4	0.1
Cc1cc(C)n(CC(=O)N2CCCC(N3CCN(c4ccccc4C)CC3)C2)n1 (stereo not drawn)	0	11	-1	-2	-3	-3	5	4	-1	-0.4
CCOC(=O)c1c(NC(=O)CSc2nnc(-c3cccnc3)o2)sc2c1CCC2	2	8	1	0	-4	1	7	-3	-5	0.5
COc1ccc2ccc3c(c2c1)N=C[C@]1(O3)N(C)c2ccccc2C1(C)C	7	41*	7	9	-5	4	11	3	-2	-2.8
COc1ccc(CCNC(=O)c2ccccc2NC(=O)c2ccco2)cc1OC	3	-11	-3	3	6	-5	3	-2	-2	-0.5
Cc1cccc(C)c1OC(=O)c1ccccc1	3	-11	1	-1	-4	-4	2	5	9	0.3
CN(C)S(=O)(=O)c1ccc(C(=O)Nc2ccccn2)cc1	0	15	0	-1	0	-2	-6	5	8	-0.1
Cc1cc(NC(=O)COC(=O)c2cc(S(=O)(=O)N(C)c3ccccc3)ccc2Cl)no1	-1	-7	0	-1	-3	-5	3	-1	-3	0.3
CCn1cc(S(=O)(=O)c2ccc(C)cc2)c(=O)c2cc(F)c(N3CCN(C)CC3)cc21	7	11	-1	13	2	2	-2	-1	5	6.9
Cc1nnc(NC(=O)c2cccc(S(=O)(=O)N3CCc4ccccc43)c2)s1	-8	-3	0	-4	-1	0	6	-2	-3	0.4
CCOC(=O)c1[nH]cc(-c2ccccc2)c1N1CCOCC1	5	5	1	1	3	2	3	3	3	0.8

3 entries already listed, sorted by the number in LEDGF integ inh, highest first.
SMILES	SIAE inh	TDP2 inh	LEDGF integ inh	UHRF1 MBD2 ctr	MBD2 inh	PRMT1 FP inh	TCR CD3 inh	DDE Tn6 FP inh	DDE Tn7 FP inh	proKLK7 act
Cc1cccc(C)c1OC(=O)c1ccccc1	3	-11	1	-1	-4	-4	2	5	9	0.3
Cc1cc(C)n(CC(=O)N2CCCC(N3CCN(c4ccccc4C)CC3)C2)n1 (stereo not drawn)	0	11	-1	-2	-3	-3	5	4	-1	-0.4
COc1ccc(CCNC(=O)c2ccccc2NC(=O)c2ccco2)cc1OC	3	-11	-3	3	6	-5	3	-2	-2	-0.5

More results
SMILES	SIAE inh	TDP2 inh	LEDGF integ inh	UHRF1 MBD2 ctr	MBD2 inh	PRMT1 FP inh	TCR CD3 inh	DDE Tn6 FP inh	DDE Tn7 FP inh	proKLK7 act
C[C@H](CO)N1C[C@H](C)[C@@H](CN(C)C(=O)Nc2ccccc2)Oc2c(NS(=O)(=O)c3cn(C)cn3)cccc2C1=O	-2	3	0	1	3	0	-2	5	2	0.1
CC(=O)CSc1nc2c(c(=O)[nH]c(=O)n2C)n1Cc1cccc(Br)c1	4	-15	-8	3	8	36*	-11	-3	-1	0.1
O=[N+]([O-])c1ccc([N+](=O)[O-])c(Nc2ccc(N3CCOCC3)cc2)c1	13	1	1	1	-6	-1	0	-3	0	0.0
Cc1ccc(S(=O)(=O)N2CCN(CC3CC4C=CC3C4)CC2)cc1 (stereo not drawn)	7	12	8	-2	-2	-2	0	7	-1	-0.4
O=S(=O)(/N=C(/NC(=S)Nc1ccccc1)c1ccccc1)c1ccc(Cl)cc1	-5	4	2	-1	0	-1	3	5	4	-0.4
COc1ccc(CC(=O)N(C)Cc2cccc(OC)c2OC)cc1S(=O)(=O)N1CCOCC1	-8	8	-4	-1	2	-1	10	-5	2	-0.3
COc1ccccc1Nc1nc(-c2ccccc2O)nc2ccccc12	-10	9	1	0	-2	-1	0	-5	-1	-0.6
O=C(NCc1nnc(SCc2ccc(F)cc2)n1-c1ccccc1)C12CC3CC(CC(C3)C1)C2	-4	-6	9	-2	-5	0	2	0	5	0.2
ON=C(CCc1ccccc1)c1ccccc1	-4	3	2	0	-3	-1	4	-6	-1	-0.1
CCc1ccccc1N=C1S/C(=C/c2ccccc2OCC(=O)N2CCOCC2)C(=O)N1C	-1	-3	2	3	4	1	-7	3	-2	0.1
CCOC(=O)c1cc(C#N)c(=S)[nH]c1C	-9	-7	2	-4	-1	14	7	0	-4	-0.1
CC(C)N1CCN(Cc2ccc(OC3CCCC3)cc2)CC1CCO (stereo not drawn)	-3	11	-3	-3	2	2	2	-2	5	-0.1
O=[N+]([O-])c1ccccc1-c1ccc(C(=S)N2CCN(c3ccccc3)CC2)o1	6	-4	5	-6	-5	0	3	5	-9	0.1
COC(=O)c1cccc(S(=O)(=O)N2CCN(c3nc4ccccc4s3)CC2)c1	8	5	-6	5	3	-2	-3	3	7	0.4
c1ccc(-c2n[nH]c(-c3ccccn3)n2)nc1	2&-6	10&3	-7&-6	1&-1	-4&1	-5&-5	-1&-7	-10&-2	-2&0	-0.9&0.0
Cc1cc(Cl)c(OCCCN2CCCCC2)c(Br)c1	-1	-4	2	6	0	-1	-2	5	-6	-0.7
CN1/C(=C\C(=O)C[n+]2ccc3ccccc3c2)C(C)(C)c2ccccc21	-4	-13	-5	-4	-3	-1	2	1	-2	-0.1
O=C(c1ccc(F)cc1)N1CCC(C(=O)N(Cc2ccccc2)c2ccccc2)CC1	8	-7	10	0	-8	-4	2	3	-7	0.5
COc1ccc(Cn2ccc3ccc(-c4ccc5ccn(Cc6ccc(C#N)cc6)c5c4)cc32)cc1	-2	4	-1	1	6	-4	.	-5	-6	-0.9
COCCCNC(=O)Cn1nc(-c2cccc(OC)c2)ccc1=O	-2	7	3	-3	-3	-1	1	-8	0	-0.4
O=C(Cc1csc(-c2ccc(Cl)cc2)n1)Nc1cccc(S(=O)(=O)NC2=NCCC2)c1	-10	-10	-3	1	6	7	-5	-13	1	0.6
CCOC(=O)N1CCN(C(=O)CCN2C(=O)c3ccccc3S2(=O)=O)CC1	-4	-1	0	-2	-3	-1	-6	6	-1	0.3
CCOC(=O)C1=C(NC(=S)NC(=O)c2ccccc2)c2ccccc2CC1(C)C	-4	-4	-2	0	-1	-3	8	4	-2	-0.9
Nc1nc(Br)c2ccccc2c1-c1ccc(F)cc1	6	12	0	-7	-1	-1	0	6	-2	0.6
Cc1ccc(C(C(=O)NC2CCCCC2)N2CCN(C(=O)c3ccco3)CC2)cc1 (stereo not drawn)	8	3	4	-1	-2	-5	1	8	2	0.3
CC(=O)c1cccc(NC(=O)COc2cc(C)on2)c1	-2	-6	3	-3	1	-2	3	-2	-4	0.2
COc1ccc(S(=O)(=O)N2CC(=O)Nc3ccccc32)cc1	5	6	-1	0	3	-2	8	3	-4	1.5
O=C(Nc1ccncc1)c1cccc(S(=O)(=O)N2CCc3ccccc32)c1	-15	-13	1	3	4	-1	-4	-12	2	0.2
C/C(=N\NC(=O)c1ccncc1)c1ccc(N(C)C)cc1	-1	1	-3	-1	-1	-5	0	1	-1	-0.1
COc1ccccc1NC(=O)Cc1nnc(SCC(=O)NC2CCCCC2C)n1C (stereo not drawn)	-1	-19	3	5	1	-3	-3	-6	-4	-0.1
Cc1cc(C)c2nc(NC(=O)c3ccc4c(=O)n5c(nc4c3)CCCCC5)sc2c1	-3	11	-1	7	2	3	-3	4	8	-0.3
CCCc1cc(=O)[nH]c(SCC(=O)NC(=O)NC2CCCC2)n1	1	-1	-3	1	4	0	-5	5	2	0.2
COc1ccc(S(=O)(=O)N2CCSC2C)cc1C (stereo not drawn)	1	-5	-2	3	-2	-1	-1	-3	-3	-0.6
Cc1ccc([N+](=O)[O-])cc1-c1ccc(/C=C(\C#N)c2[nH]nc(N)c2C#N)o1	-32	1	1	0	-3	0	13	-3	-2	-0.5
COc1ccc2c3c([nH]c2c1)C1CC2C(CC(O)C(OC)C2CO)CN1CC3 (stereo not drawn)	4	8	-2	1	2	2	6	-4	5	0.3
O=C(NC1CCCCC1)C1CCC(=O)N(C2CC2)C1 (stereo not drawn)	-3	-10	0	2	-2	4	-7	0	4	-0.4
COc1cc(Cl)ccc1OCc1cc(C(=O)N2CCCCCCC2)no1	0	4	4	-2	-8	-1	8	7	-2	0.0
O=C(NC1CCCC1)c1cccc2c1C(=O)c1ccc(/C=C/c3ccccc3)cc1S2(=O)=O	-1	-8	0	3	1	2	1	2	5	-0.6
COc1cccc(CN2CCNC(=O)C2CC(=O)NCCCN2CCCC2=O)c1 (stereo not drawn)	8	3	3	-3	-2	0	-3	0	8	-0.7
COc1ccc(/C=N/NC(=O)c2cc(C(C)(C)C)[nH]n2)cc1COc1ccc(F)cc1F	-52	-7	1	-3	-3	0	-1	-7	-4	-1.3
O=C(O)C(Cc1ccccc1)N1C(=O)C2C3CCC(C3)C2C1=O (stereo not drawn)	4	-2	0	6	-2	3	-8	1	-4	-0.4
O=C1CN(S(=O)(=O)c2cccc(Br)c2)CCN1	4	9	-2	6	8	4	1	0	3	0.2
O=C(c1ccccc1)N1CCN(Cc2ccc3c(c2)OCO3)CC1	1	2	3	2	-2	-1	-2	-2	4	1.0
CCOc1ccccc1C(=O)Nc1nn[nH]n1	-4	11	0	-1	2	-3	2	2	0	-0.4
COc1ccc(CNC(=O)CN(C)S(=O)(=O)c2ccc3c(c2)OCCO3)cc1OC	0	0	1	4	4	10	-4	-7	1	0.0
COc1ccc(CCNC(=O)COC(=O)CNS(=O)(=O)c2ccc(SC)c([N+](=O)[O-])c2)cc1	-6	4	-1	-1	0	-1	-5	-1	-4	0.7
CCCNC(=O)NC(=O)COC(=O)c1cccc(NS(=O)(=O)c2ccc(F)c(F)c2)c1	-2	-21	-2	6	4	3	-10	-7	-1	-1.1
CCOC(=O)CCC(=O)Nc1cc(S(=O)(=O)N2CCOCC2)ccc1N1CCCCC1	5	4	5	1	3	-3	3	7	0	0.4
CCC(C(=O)NC1CC1)n1nc(C)c2c(C)n(-c3ccccc3)nc2c1=O (stereo not drawn)	0	-8	3	0	2	-2	4	-2	-4	-0.9
Clc1ccccc1CSc1ncn(-c2ccccc2)n1	8	4	0	-3	3	4	-2	-6	-4	-0.3
Cc1cc(C(=O)c2ccc(C(C)(C)C)cc2)c(NC(=O)CCl)s1	-1	1	-2	-2	4	2	0	-1	-3	-0.5
O=C(COC(=O)c1cccs1)NCCc1ccc(F)cc1	4	5	-2	-1	0	1	-5	5	5	0.0
Cn1ncc([N+](=O)[O-])c1C(=O)Nc1ccn(Cc2ccccc2F)n1	4	-3	-1	-1	0	-2	6	1	4	0.1
Cc1ccc(C)c(S(=O)(=O)N2CCN(C(=O)c3ccc4ccccc4n3)CC2)c1	1	0	3	12	5	-1	-3	3	0	0.3
COc1ccc2[nH]cc(CCNC(=O)COc3ccc4ccc(=O)oc4c3)c2c1	-3	4	0	3	-3	5	0	7	9	0.2

Compound activity (PubChem BioAssay)
